Compound activity as filed in PubChem BioAssay.
IMPase Li inh: cell-permeable IMPase inhibitors with lithium potentiation; CHO-M1 cells, IP1 TR-FRET (IP-One), carbachol + lithium; Potency, µM (top dose mostly 59.4 µM), inactives show top-dose activity, negative = IMPase inhibition, usual class: inhibitors; 0.35% of 210,000 active;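 also: IP1 builds up when IMPase is blocked and the TR-FRET signal falls; potency is read from the fitted curve at half-maximal effect; plate controls were basal vehicle for no effect and high inhibitor control for full effect; nearly all actives have a fitted effect of over 50% in size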
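CHO-M1, 2000 cells/well, 16–30 h culture; cpd + low Li+, 30 min 37C; lysis with d2-IP1/Eu-anti-IP1 Ab, 10 min RT; TR-FRET 665/620 ratio and 620 channel; AC50 via Hill.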
Lamin A splicing: modulators of lamin A splicing; 0.01% of 200,000 active; Potency, µM (highest dose often 46.1 µM), without a hit: top-dose ratio change, negative = inhibition, most hits filed as inhibitors; HeLa LMNA splicing GFP/RFP minigene ratio, 48 h; active = well fitted inhibition curve with a large enough effect in the signal ratio, with a control signal flat, not every such curve was filed as active; inconclusive = small, poorly fitted or top-dose-only effect, or effect the other way, or a change in a side signal; the % refers to the signal ratio; also: potency is read from the fitted curve at half-maximal effect; % is scaled to controls: 0 for no effect and ±100 for the full control effect
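Read-out is the ratio of GFP to DsRed2 object intensity, acquired by 488 nm laser-scanning cytometry on HeLa lamin A-EGFP minigene reporter cells. Compound incubation 48 hrs at 37 °C in Opti-MEM with 2% FBS; DMSO 0.5% final.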
KinaseGlo FLuc: blocks Kinase-Glo luciferase, a counter-screen artifact. 0.28% of 200,000 active. Kinase-Glo luciferase, ATP luminescence, 8 min. Q27757. Potency, µM (highest dose often 38.3 µM), for the others: at the highest dose activity change, negative = inhibition, hits mostly inhibitors; also: potency is read from the fitted curve at half-maximal effect; % is scaled to controls: 0 for no effect and ±100 for the full control effect; nearly all actives have a fitted effect of over 60% in size
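Luminescence was the read-out, taken after 8-minute incubation at ambient temperature. Luciferase turned over luciferin with 10 uM ATP in imidazole pH 7.2 buffer containing KCl, MgCl2, Tween 20 and BSA.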
HTT cytoprotect: protects HTT-Q103 PC12 cells, measured by ATP; PC12 HTT-Q103 induced, cytoprotection, ATP luminescence, 40 h; AID 1471; 0.14% of 230,000 active; Potency, µM (series often up to 56.4 µM), for inactives: cytoprotection (ATP increase), actives largely listed as activators;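 also: potency is read from the fitted curve at half-maximal effect; % of control where 0% means no effect; nearly all actives have a fitted effect of over 45% in size; toxic huntingtin expression switched on by the ecdysone agonist tebufenozide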
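Readout: ATPlite luminescence (ATP level). Model: stable PC12, inducible Htt exon1 Q103-GFP. Inducer: tebufenozide, 100 nM final. Compounds: dose series. No G418 in medium.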
HTT aggregate: mutant huntingtin aggregation inhibition; PC12 HttQ103-GFP aggregates, Acumen cytometry, 40 h; Potency, µM (series often up to 46.1 µM), for the others: top-dose activity change, negative = inhibition, most hits filed as inhibitors; 1.1% of 220,000 active; AID 1688; also: potency is read from the fitted curve at half-maximal effect; % is scaled to controls: 0 for no effect and ±100 for the full control effect; nearly all actives have a fitted effect of over 60% in size
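Huntingtin Q103 exon 1–GFP aggregates in induced PC12 cells (100 nM tebufenozide) were quantified by cytometry from lysates, with compounds dosed in titration.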
CBFb-RUNX1 inh: blocks binding between human CBF-beta and RUNX1 | Q01196+Q13951 | AlphaScreen CBFb-His/RUNX1-biotin binding, biochemical | Potency, µM (doses to about 59.8 µM), inactives show top-dose activity, negative = inhibition, hits mostly inhibitors | 230,000 tested, under 10 active | AID 1477; also: % of control where 0% means no effect
Target sequence (Q01196 whole entry, looked up): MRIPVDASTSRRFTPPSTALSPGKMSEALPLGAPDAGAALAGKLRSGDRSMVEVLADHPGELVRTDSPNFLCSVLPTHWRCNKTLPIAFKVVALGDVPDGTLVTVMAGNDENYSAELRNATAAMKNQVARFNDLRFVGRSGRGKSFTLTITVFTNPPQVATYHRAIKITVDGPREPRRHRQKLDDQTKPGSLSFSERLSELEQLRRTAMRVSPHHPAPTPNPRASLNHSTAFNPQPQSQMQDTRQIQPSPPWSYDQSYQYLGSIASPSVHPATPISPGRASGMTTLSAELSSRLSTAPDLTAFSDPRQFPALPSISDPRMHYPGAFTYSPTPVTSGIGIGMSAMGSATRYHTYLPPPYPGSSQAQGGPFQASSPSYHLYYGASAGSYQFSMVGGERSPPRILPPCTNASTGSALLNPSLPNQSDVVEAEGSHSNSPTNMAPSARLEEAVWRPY
Target sequence (Q13951 whole entry, looked up): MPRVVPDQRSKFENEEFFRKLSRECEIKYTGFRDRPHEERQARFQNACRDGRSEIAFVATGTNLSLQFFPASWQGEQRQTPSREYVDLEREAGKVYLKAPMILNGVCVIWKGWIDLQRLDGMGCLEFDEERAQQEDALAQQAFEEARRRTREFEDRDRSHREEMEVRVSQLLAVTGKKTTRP
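Compounds were screened at multiple concentrations against a preformed CBF-beta(His)/RUNX1(biotin) complex (30 nM of each) for 15 min at room temperature, followed by 90 min with nickel and streptavidin beads and AlphaScreen reading.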
SMN2 splice enh: increases expression of the SMN2 splice variant | HEK293 SMN2-luciferase splicing reporter, luminescence, 30-36 h | Potency, µM (titrated, usually from 46.1 µM), for the others: at the top dose activity change, positive = activation, hits mostly activators | 2.8% of 210,000 active; also: potency is read from the fitted curve at half-maximal effect; % of control where 0% means no effect; nearly all actives have a fitted effect of over 55% in size
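HEK293 cells carry an SMN2 minigene-luciferase reporter in which exon 7 inclusion puts luciferase in frame. Cells were seeded at 2000 cells/well, attached for 10-12 hours, then exposed to compounds for 30-36 hours at 37C before ONE-Glo luminescence.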
* hit, by the source's call; ? = inconclusive; . = not tested or not shown; & = joins results of further samples; [ ] = dose if it differs, or a comment. Unless noted, calls follow the shape of the dose curve; as a rule, active = well fitted curve in the direction sought with a large enough effect; inconclusive = small, poorly fitted or top-dose-only effect, or another doubt; inactive = no such curve, though single readings can be large; an effect the other way counts as inactive or inconclusive. Rows were taken by chance. Share with any hit: about 4%.

SMILES	IMPase Li inh	Lamin A splicing	KinaseGlo FLuc	HTT cytoprotect	HTT aggregate	CBFb-RUNX1 inh	SMN2 splice enh
CC(OCCN1CCCC1)(c1ccc(F)cc1)c1ccc(F)cc1	24%	-8%	-3%	.	-11%	2%	?
O=c1c2c3c(sc2nc2n1CCCC2)CCC3	12%[38.3 µM]	3%	2%	-15%	15%	0%	13%
CN1N=C(C(C)(C)C)CC1=O	.	.	.	11%[10 µM]	11%[9.22 µM]	1%	.
CCOc1ccc(NC(=O)c2ccc(NC(=O)CSc3nc4ccccc4c(=O)[nH]3)cc2)cc1	-1%	.	0%	-1%	20%	5%	9%
CC(C)CCN1C(=O)CCC1(C)C(=O)NC1CCCCCCC1 (configuration not stated)	0%[38.3 µM]	-4%	-5%	13%	-11%	-1%	6%
Cc1cnc(C(=O)Nc2ccc(C(C)C)cc2)cn1	7%	?	-2%	-71%[inhibitor]	18%	8%	10µM*
O=C(COC(=O)COc1ccccc1[N+](=O)[O-])Nc1ccc(S(=O)(=O)N2CCCCC2)cc1	-14%[38.3 µM]	3%	2%	2%	2%[9.22 µM]	-1%	3%
O=C(O)CCn1c(C2CCCCC2)nc2ccccc21	-12%[38.3 µM]	3%	-3%	-22%	4%	-5%	0%
CCCN1CCC(NC(=S)Nc2ccc(S(N)(=O)=O)cc2)CC1	.	.	.	-15%	8%	19%	.
CC1CCCCN1C(=O)CSc1nc2cc3c(cc2c(=O)n1Cc1ccc2c(c1)OCO2)OCO3 (configuration not stated)	37%[activator][38.3 µM]	1%	2%	-8%[0.074 µM]	-17%	5%	-28%
CC(=O)Nc1cccc(NC(=O)CSc2ccc3nnc(CCNC(=O)c4ccccc4)n3n2)c1	-3%	13%[9.22 µM]	-2%	-28%	-16%	8%	-18%
O=C(N/N=C/c1cn(CCOc2ccccc2)c2ccccc12)c1ccncc1	3%	?	0%	-15%[10 µM]	-2%	?	-23%
Cc1ccc2c(c1)C(=O)CC(O)(C(F)(F)F)O2 (configuration not stated)	.	.	.	-12%[10 µM]	14%[9.22 µM]	5%	.
O=C(NCC1CCCO1)c1cccc(-n2cnnn2)c1 (configuration not stated)	16%[38.3 µM]	0%	-2%	7%[10 µM]	5%	0%	43%
COc1ccc(C(CNC(=O)c2cccc(N(C)C)c2)N2CCCC2)cc1 (configuration not stated)	11%[38.3 µM]	-4%	1%	-10%	-19%	-21%	0%

Copied from above for reference:
SMILES	IMPase Li inh	Lamin A splicing	KinaseGlo FLuc	HTT cytoprotect	HTT aggregate	CBFb-RUNX1 inh	SMN2 splice enh
O=C(NCC1CCCO1)c1cccc(-n2cnnn2)c1 (configuration not stated)	16%[38.3 µM]	0%	-2%	7%[10 µM]	5%	0%	43%
COc1ccc(C(CNC(=O)c2cccc(N(C)C)c2)N2CCCC2)cc1 (configuration not stated)	11%[38.3 µM]	-4%	1%	-10%	-19%	-21%	0%

Going on with the list.
SMILES	IMPase Li inh	Lamin A splicing	KinaseGlo FLuc	HTT cytoprotect	HTT aggregate	CBFb-RUNX1 inh	SMN2 splice enh
Cc1ccc(NC(=S)NCCc2ccc(S(N)(=O)=O)cc2)cc1C	.	-9%	.	5%[10 µM]	?	-15%	.
COc1ccc(/C=N/NC2=NCCCCC2)c(OC)c1	10%	.	5%	-46%[inhibitor]	-7%	8%	?
COCCn1c(=S)[nH]c2cc(C(=O)N3CCc4ccccc43)ccc2c1=O	9%	?	2%	-37%[0.074 µM]	?	0%	-80%[inhibitor]
Cn1c(CO)cnc1SCc1ccc([N+](=O)[O-])cc1	-3%[38.3 µM]	-7%	-6%	-39%[inhibitor]	-13%	-5%	?
CCCCN1C(=O)C2(NNc3ccccc3O2)c2ccccc21 (configuration not stated)	47%[activator][38.3 µM]	4%	-7%	6%	28%	?	7%
CNc1nc(OC)nc(N2CCOCC2)n1	20%[38.3 µM]	-2%	-1%	-2%[0.074 µM]	-5%	5%	?
CCOc1c2ccc(C(=O)NCc3ccc(C)cc3)cc2nn1CC	-10%[38.3 µM]	18%	3%	?	1%	5%	13µM*
CCOC(=O)c1c(NC(=S)Nc2ccc(C)cc2)sc2c1CCC2	0%	-2%	-5%	28%[10 µM]	18%	4%	-6%
COc1ccc(NC(=O)CSc2nnc(C(C)C)n2N)cc1	19%[38.3 µM]	0%	-1%	23%[10 µM]	-11%	21%	-1%
O=C(CCl)N(c1ccccc1)c1ccccc1	6%	.	7%	-187%[inhibitor]	10µM*	12%	.
O=C(O)CNC(=O)CCCn1nnc2ccccc2c1=O	.	.	.	9%[10 µM]	-10%[9.22 µM]	1%	.
N=C(N)SCc1nc2ccccc2c(=O)n1-c1ccccc1Cl	-14%[38.3 µM]	?	-3%	-16%	10%	14%	-4%
c1ccc(CNc2nnnn2-c2ccccc2)cc1	7%	?	-3%	3%[1.9 µM]	?	8%	-78%[inhibitor]
CCc1ccc(C(=O)NCc2ccc(Cl)cc2)cc1	6%	-3%	1%	6%[10 µM]	3%	4%	-1%
O=C(O)/C=C\c1ccccc1Oc1ccc(F)cc1	6%	16%[46 µM]	-1%	13%[10 µM]	4%	-5%	-7%
O=C1CCC(=O)O1	-2%	.	.	-48%[inhibitor]	.	12%[21.7 µM]	18%
O=C(Cc1n[nH]c(=O)c2ccccc12)OCc1c(Cl)cccc1Cl	.	.	.	28%[10 µM]	2%[9.22 µM]	12%	.
Cc1ccc(C(=O)NC(=C(Cl)Cl)S(=O)(=O)c2ccc(C)cc2)cc1	11%	?	-1%	-16%[10 µM]	?	-4%	20%[1.84 µM]
COc1ccc(CC(=O)Nc2ccc(C(N)=O)cc2)cc1	.	.	.	-11%[10 µM]	-10%[9.22 µM]	22%	.
COc1ccc(/C=N/NC(=O)c2nonc2N)cc1OC	.	.	.	-2%[10 µM]	16%[9.22 µM]	9%	.
COc1ccccc1CN(Cc1nc2ccccc2c(=O)[nH]1)C(=O)Nc1cccc(C)c1	-3%[38.3 µM]	6%	4%	-39%[inhibitor]	12%[9.22 µM]	-1%	6%
COc1cccc(Nc2nc(N)nc(C(F)(F)F)n2)c1	-4%[38.3 µM]	7%	-2%	9%	12%	7%	3%
Cc1cc(C)c(C(N)=O)c(Nc2cccc3ccccc23)n1	0%	-21%	-1%	-12%[10 µM]	14%	6%	-5%
COc1cc(/C=N/NC(=O)c2ccncc2)ccc1OCc1cnc(Cl)s1	5%	10%[9.22 µM]	3%	-13%	25%	-3%	13µM*
Cc1ccc(C)c(OCCCC(=O)N2CCOCC2)c1	10%	-17%[46 µM]	-4%	-3%[10 µM]	-5%[9.22 µM]	6%	.
CCOC(=O)C1(Cc2ccc(OC)cc2)CCN(C(=O)c2ccc3[nH]ccc3c2)CC1	11%	?	1%	?	7%[9.22 µM]	-5%	.
Cc1cccc(C)c1NC(=O)NN=C1CCCCC1	.	.	.	8%[10 µM]	-4%[9.22 µM]	7%	.
O=C(CSCc1ccc(F)cc1)Nc1ccccc1	8%	-5%	1%	-12%[10 µM]	-6%	19%	6%
O=C(CCC1CCCC1)N1CCN(C(=O)c2ccco2)CC1	-10%[38.3 µM]	-2%	-1%	3%	3%	-1%	-3%
CCCCCCOC(=O)C(C#N)c1nc2ccccc2nc1N1CCOCC1 (configuration not stated)	3%[38.3 µM]	2%	0%	-25%[0.074 µM]	-21%	-10%	-19%
COc1ccc(-c2noc(CSc3nnc(-c4ccccc4)n3C)n2)cc1	7%[38.3 µM]	-6%	-3%	7%[10 µM]	-21%	-3%	-5%&-15%
O=C(COC(=O)c1cccc(S(=O)(=O)NCc2ccccc2)c1)NCC1CCCO1 (configuration not stated)	1%	3%[46 µM]	1%	-31%[inhibitor]	1%	4%	3%
Cc1cc(C)cc(OCC(=O)OCc2nnc(-c3ccccc3)o2)c1	-4%	.	-4%	-32%	1%	6%	-9%
CCOc1ccc(-n2nnc3c(=O)n(CC(=O)N4CCCc5ccccc54)cnc32)cc1	-2%	?	2%	4%[10 µM]	2%	1%	-25%
Nc1ncnc2c1ncn2C1CCCC1	4%	?	-7%	0%[1.9 µM]	.	-1%	?
CC(C)OCCCNc1nc2c(-c3ccccc3)nnn2c2ccccc12	0%	-1%	0%	.	-18%	0%[2.36 µM]	-2%
COc1ccc(CCn2c(-c3cccc([N+](=O)[O-])c3)nc3nc4ccccc4nc32)cc1OC	4%	-9%	2%	-13%[10 µM]	10%	0%	-10%
Cc1ccc(CN(Cc2ccco2)S(=O)(=O)c2ccc(S(=O)(=O)NCC3CCCO3)cc2)cc1 (configuration not stated)	-4%	-2%	2%	-2%[10 µM]	-7%	-3%	?
S=C(NCCCN1CCOCC1)Nc1ccc(Nc2ccccc2)cc1	0%	?	3%	0%[10 µM]	4%	-5%	10%
COc1cc(NC(=O)c2csc3c2CCCC3)ncn1	14%[38.3 µM]	6%	-4%	-47%[inhibitor]	-1%	-2%	13µM*
C=CCNC(=O)Nc1ccc2nc(C)sc2c1	4%	.	7%	-52%[inhibitor]	-11%	13%	.
CC1(C)CC(=O)C2=C(C1)NC(SCC(=O)Nc1ccccc1)=C(C#N)C2c1ccco1 (configuration not stated)	5%[38.3 µM]	?	-5%	12%	-19%	0%	18%
O=C(Cc1cn2ccsc2n1)Nc1cccc2cnccc12	0%[38.3 µM]	-3%	13%	-16%	-13%	-2%	-6%
Nc1nonc1-n1nnc(C(=O)N/N=C/c2c(Cl)cccc2Cl)c1CSC1=NCCS1	.	.	.	21%[10 µM]	31%[9.22 µM]	7%	.
CNC(=S)N(CCc1c(C)[nH]c2ccc(C)cc12)Cc1cc(OC)c(OC)c(OC)c1	8%	-3%	3%	.	9%	-1%[2.36 µM]	4%
O=C(Nc1ccc(N2CCOCC2)cc1)c1ccc(Cl)nc1	27%[38.3 µM]	-9%	-2%	9%	3%	9%	-11%
Oc1[nH]c2ccccc2c1N=NC(=S)NCCc1ccccc1	11%	?	2%	-1%[10 µM]	?	-25%	-25%
CCP(=O)(c1ccccc1)C(C)(C)O (configuration not stated)	16%[38.3 µM]	-3%	-4%	-9%	-16%	6%	6%
CCCC(=O)C1=C(O)C(C(=O)OC)C(C)(C)CC1=Nc1ccccc1 (configuration not stated)	14%[38.3 µM]	-13%	7%	-2%	-12%	4%	2%
Cc1ccc(COc2ccsc2C(=O)O)cc1	14%	.	0%	-31%	-19%	15%	6%
COc1ccc(CCNC(=O)CSc2cccc3cccnc23)cc1OC	1%	-13%[46 µM]	3%	-20%	5%	-9%	18%
S=c1[nH]nc(-c2cc(-c3ccco3)[nH]n2)n1-c1ccccc1	-19%[38.3 µM]	0%[0.0737 µM]	2%	-11%	?	3%	4%
